Screens as filed in PubChem BioAssay.
CAL PDZ FP = human CAL PDZ-peptide interaction inhibition; Q9HD26; purified CAL PDZ, TMR-peptide fluorescence polarization, 1 h; inhibition, % at 20 µM; hit rate 0.02% among 330,000;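 active means highest replicate inhibition of at least 40%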;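 further: plate controls were DMSO neutral control wells for no effect and unlabeled competitor peptide control wells for full effect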
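System: purified tagged CAL PDZ domain construct (CerCALP). Schedule: 1 h incubation at room temperature before polarization reading. Medium: 25 mM sodium phosphate pH 7.4, 150 mM NaCl, TCEP, IgG, Thesit. Read-out: percent inhibition from loss of millipolarization. Measured by: FP readout, S and P plane fluorescence. Probe or stimulus: fluorescent TMR peptide probe.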
Wnt bcat act = activators of Wnt/beta-catenin signaling | Wnt/beta-catenin reporter cell assay, activator, plate reader | activation, % at 9.35 µM | hit rate 1.2% among 300,000 | AID 743398; in the data active means activation above about 30%, passing the limit was not always enough; inconclusive means no clear call, values can overlap the other calls;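 further: 0% = neutral control wells and 100% = positive control wells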
PfHsp90 set2 = reduces growth (ATP signal) of yeast expressing P. falciparum Hsp90. S. cerevisiae expressing PfHsp90, BacTiter-Glo ATP, 48 h; yeast lacking PDR1 and PDR3 efflux regulators. inhibition, % at 9.4 µM. hit rate 0.32% among 310,000. AID 504621;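 active means every replicate shows inhibition above about 80%, whatever the replicate mean, limit read from the data; inconclusive means mean inhibition reaches the set limit but some replicate falls short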;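 further: 0% = DMSO neutral controls and 100% = 20 µM radicicol positive controls; yeast relying on Plasmodium falciparum Hsp90 in place of its own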
Ecoli viability = counter-screen for AddAB inhibitors: E. coli growth inhibition; E. coli V3065 growth, OD600 absorbance, 18 h; inhibition, % at 11.9 µM; hit rate 0.27% among 330,000; AID 449728;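 active means inhibition above the campaign's mean inhibition across all tested compounds plus 3 SD, cut at about 9.9% in these data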;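 further: uninfected addAB+ strain grown without phage in ampicillin broth; 0% = DMSO wells and 100% = ciprofloxacin 0.95 µg/ml wells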
PvdQ inh = blocks Pseudomonas aeruginosa PvdQ acylase activity | purified PvdQ acylase, fluorescence plate reader | inhibition, % at 10 µM | hit rate 0.063% among 340,000 | AID 488965; in the data active means inhibition above about 30%, passing the limit was not always enough; inconclusive means no clear call, values can overlap the other calls;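 further: 0% = vehicle neutral wells and 100% = reference inhibitor wells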
DAGLB inh = blocks human DAGLB lipase activity; HEK293T DAGLB membrane lysate, EnzChek fluorogenic substrate; inhibition, % at 5.17 µM; hit rate 0.059% among 340,000; in the data active means inhibition above about 34%;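 further: 0% = enzyme with vehicle and 100% = wells lacking enzyme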
Target sequence (Q8NCG7 whole entry, looked up): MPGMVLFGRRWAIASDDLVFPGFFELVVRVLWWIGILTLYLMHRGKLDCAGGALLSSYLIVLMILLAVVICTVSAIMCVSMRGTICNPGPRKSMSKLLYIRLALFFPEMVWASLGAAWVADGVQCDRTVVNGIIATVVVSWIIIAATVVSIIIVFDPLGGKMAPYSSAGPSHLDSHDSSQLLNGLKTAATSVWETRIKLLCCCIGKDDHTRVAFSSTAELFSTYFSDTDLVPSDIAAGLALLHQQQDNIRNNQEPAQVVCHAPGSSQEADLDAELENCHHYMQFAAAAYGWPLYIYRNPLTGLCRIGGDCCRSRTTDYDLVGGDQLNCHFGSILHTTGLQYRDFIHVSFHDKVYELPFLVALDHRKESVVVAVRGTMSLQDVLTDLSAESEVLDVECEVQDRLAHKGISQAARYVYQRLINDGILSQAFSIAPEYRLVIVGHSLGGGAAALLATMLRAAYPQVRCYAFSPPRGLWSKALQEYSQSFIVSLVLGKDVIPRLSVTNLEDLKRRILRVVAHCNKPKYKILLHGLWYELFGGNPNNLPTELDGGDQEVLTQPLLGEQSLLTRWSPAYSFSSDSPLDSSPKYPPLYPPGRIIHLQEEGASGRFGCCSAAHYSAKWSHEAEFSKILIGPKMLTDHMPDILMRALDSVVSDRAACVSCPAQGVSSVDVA
Tat transport = blocks Tat-dependent protein export in E. coli; AID 488895; inhibition, % at 10 µM; E. coli MC4100 TorA-mCherry Tat export, fluorescence; hit rate 0.036% among 340,000;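 active means mean replicate inhibition at least 50% and at least half of replicates individually reaching 50%; inconclusive means only one of the two criteria met; inactive means neither criterion met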;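 further: exported cargo escapes ClpAP degradation while cytoplasmic cargo is degraded and loses fluorescence; 0% = median of neutral control wells and 100% = median of NaSCN control wells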
Rtt109 Vps75 = inhibitors of Candida albicans Rtt109/Vps75 histone acetyltransferase. Q5AAJ8. purified Rtt109/Vps75, ThioGlo CoA-SH fluorescence, 4 h. inhibition, % at 34.9 µM. hit rate 0.16% among 330,000. AID 540336;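 active means inhibition of at least 50% in every replicate; inconclusive means best replicate reaches 50% inhibition but some replicates fall short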
Target sequence (Q5AAJ8 whole entry, looked up): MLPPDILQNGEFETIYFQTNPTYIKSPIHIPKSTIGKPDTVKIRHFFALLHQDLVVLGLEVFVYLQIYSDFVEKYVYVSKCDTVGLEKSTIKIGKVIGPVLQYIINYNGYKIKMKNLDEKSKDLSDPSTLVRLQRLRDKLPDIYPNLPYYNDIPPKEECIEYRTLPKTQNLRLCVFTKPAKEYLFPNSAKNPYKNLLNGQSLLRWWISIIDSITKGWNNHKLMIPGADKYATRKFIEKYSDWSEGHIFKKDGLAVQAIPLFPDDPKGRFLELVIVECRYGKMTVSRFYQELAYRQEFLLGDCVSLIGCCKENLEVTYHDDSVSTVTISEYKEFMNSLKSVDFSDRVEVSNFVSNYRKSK
phage Ecoli inh = E. coli growth loss with phage present | growth absorbance | inhibition, % at 11.9 µM | hit rate 0.26% among 360,000; in the data active means inhibition above about 11%
AddAB inh = less growth of phage-infected E. coli with AddAB; E. coli expressing H. pylori AddAB, absorbance growth; inhibition, % at 11.9 µM; hit rate 0.29% among 330,000; in the data active means inhibition above about 12%;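 further: 0% = vehicle wells of infected cells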
Starred values were filed as active, the others as inactive; ? = inconclusive; . = no result given.

SMILES	CAL PDZ FP	Wnt bcat act	PfHsp90 set2	Ecoli viability	PvdQ inh	DAGLB inh	Tat transport	Rtt109 Vps75	phage Ecoli inh	AddAB inh
CC(C)c1ccc(S(=O)(=O)/N=C2/C=C(Sc3ncn[nH]3)C(=O)c3ccccc32)cc1	34	.	-4	8.4	3	2	-9	1	.	9.7
FC(F)(F)C1=CC(c2ccc(Cl)cc2)=NCCN1	-0.7	.	-24	1.9	-5	1	9	6	4.3	4.7
COc1ccc(/C=C/C(=O)c2ccc[nH]2)cc1OC	-2.4	6	.	-2.8	12	-1	-10	0	2.0	-1.3
Cc1ccnc(NS(=O)(=O)c2ccc(NC(=O)c3cncc(Br)c3)cc2)n1	-0.3	.	-13	-0.1	-15	2	-9	0	-0.3	0.3
CCC(C)(C)c1ccc(OC(=O)c2cccnc2Cl)cc1	-5.1	2	5	1.6	-19	-9	9	-5	3.8	5.1
O=C(COC(=O)[C@@H]1CC(O)CN1S(=O)(=O)c1ccc([N+](=O)[O-])cc1)NC12CC3CC(CC(C3)C1)C2 (stereo partly drawn)	-3.1	.	-42	-1.6	-16	0	0	-1	4.6	-2.4
COC(=O)CSc1nc2cc(OC)ccc2n1C	-2.4	2	-10	-1.3	-4	2	-8	-6	1.6	2.0
CCOCCCNC(=O)C(NC(=O)CNC(=O)c1ccccc1)c1ccc(C)cc1 (stereo not drawn)	-0.8	.	.	1.1	1	-2	-2	2	2.2	0.4
COc1ccc([C@@H]2CC(=O)c3c(O)cc(O[C@@H]4OC(CO[C@@H]5OC(C)[C@H](O)[C@@H](O)[C@H]5O)[C@@H](O)[C@H](O)[C@H]4O)cc3O2)cc1O (stereo partly drawn)	-4.7	1	-11	0.1	-10	-3	4	5	0.9	1.8
CC1CCN(c2ccc(C(=O)Nc3ccc4c(c3)OCO4)cc2[N+](=O)[O-])CC1	-0.3	17	11	1.3	-12	9	-2	0	1.9	0.8
O=C(CSc1nnc(NC(=O)C2CC2)s1)NCc1ccc(F)cc1	0.4	2	5	0.4	6	-3	0	4	2.8	2.1
O=C(Nc1ccccc1)Nc1cccc(NC(=O)Nc2ccccc2)c1F	-0.6	12	4	1.2	13	-4	2	19	-0.4	1.5
COc1ccc(-c2sc3cc(OC)ccc3c2-c2ccc(OCCN3CCOCC3)cc2)cc1	0.5	-9	35	-4.3	-8	-1	-4	1	-0.2	-2.0
CCn1c(CNC(=O)Cc2ccc(OC)cc2)nnc1SCCOc1ccccc1	-0.3	-2	-30	0.5	-11	2	-16	-7	2.3	5.1
CC1CCCC(NC(=O)C2CCN(S(=O)(=O)N3CCCCC3)CC2)C1C (stereo not drawn)	-1.8	-3	-8	0.8	3	-4	4	1	2.8	1.9
COc1cc2nc(NC(=O)c3ccccc3)[nH]c(=O)c2cc1OC	-2.5	-5	-8	-0.4	-13	-1	7	12	2.7	-0.8
O=[N+]([O-])c1ccc(N2CCN(c3ccccc3O)CC2)c(Cl)c1	0.7	.	3	1.9	-3	2	15	0	5.1	4.5
CCC(C(=O)NCc1ccco1)N(C(=O)CNS(=O)(=O)c1ccc(C)cc1)c1ccccc1F (stereo not drawn)	-1.9	-1	-6	0.1	-4	-1	4	3	0.7	2.1
S=C(NCc1ccc2c(c1)OCO2)NCc1ccco1	-1.3	2	-61	-1.9	-9	0	2	-5	4.0	-0.9
Cc1ccc(S(=O)(=O)N2CCN(CC(=O)Nc3ccccc3Cl)CC2)cc1	1.2	-1	-5	-0.7	-14	-1	3	-16	1.2	-1.6
Cc1cc(C(=O)CN2C(=O)NC3(CCCc4ccccc43)C2=O)c(C)n1Cc1ccccc1 (stereo not drawn)	-0.1	.	8	0.9	-7	2	-13	6	3.3	6.8
CC1CCC2C(=O)N(c3ccc(NC4CCCCC4)c([N+](=O)[O-])c3)C(=O)C2C1 (stereo not drawn)	0.3	.	-5	0.3	-1	4	-1	2	0.4	1.9
CCn1cc(C(=O)N(C)Cc2ccc(OC(F)F)cc2)c(=O)c2ccc(C)nc21	0.2	-4	10	-1.3	-10	2	5	5	0.0	0.6
O=C(NNC(=O)c1ccc2ccccc2c1)c1cccc(Cl)c1	0.4	9	8	.	-16	0	4	2	3.3	.
CCOC(=O)c1nnn(-c2nonc2-n2cccc2)c1CN1CCOCC1	-1.5	-2	-8	1.7	-2	3	-1	0	3.8	0.8
Cc1cc(C)n(-c2cc(N3CCN(C(=O)c4cccc(F)c4)CC3)ccc2[N+](=O)[O-])n1	-0.3	-4	11	0.8	-3	0	-6	3	0.9	2.8
COC(=O)c1ccc(COC(=O)c2ccccc2OC)cc1	-2.7	-1	-18	1.1	-25	-22	-6	.	2.8	1.6
CCN(CC)c1ccc(/C=N/NC(=O)CNC(=O)c2cccs2)cc1	-2.8	1	4	-1.5	-5	0	-1	-3	1.7	2.5
Cc1ccc(-n2ncc3ccccc3c2=O)cc1Cl	-1.4	-1	37	-0.7	-9	-4	-2	1	2.4	3.6
N#Cc1c(-c2ccco2)cc(C2CC2)nc1SCC(=O)c1ccccc1	-0.7	.	21	-0.6	-9	-5	-9	-26	-0.6	1.0
CCOC(=O)c1sc(NC(=O)COC(=O)Cn2cnc3ccccc32)c(C(=O)OCC)c1C	-1.0	.	-10	-2.0	11	2	4	4	2.2	0.8
CC1(C)CNC(=O)c2sc(NC(=O)CN3CCOCC3)nc2C1	-0.2	-4	67	-4.4	-12	4	0	5	2.1	1.1
Cc1cc(NC(=O)Nc2cccc([N+](=O)[O-])c2)no1	0.9	-3	-15	1.8	29	-1	6	-4	1.8	3.7
Cc1cc(C(=O)NNC(=S)NCc2ccccc2)no1	-2.0	-1	-9	.	-18	0	4	1	4.7	.
O=C(COC(=O)c1ccccn1)Nc1nc(-c2ccccc2)cs1	-2.2	9	-6	-0.3	6	-4	-6	3	1.0	2.5
Cc1ccccc1-c1nnc(CS(=O)(=O)c2ccccc2)o1	-1.8	-3	27	0.4	-8	1	1	-9	4.8	5.9
COc1ccc2[nH]c(=O)c(CN(CC3CCCO3)C(=O)Nc3ccccc3OC)cc2c1 (stereo not drawn)	-1.1	.	14	.	6	3	-3	0	4.2	.
Cc1cccc(NC(=S)N(CCN2CCOCC2)Cc2cc3cc4c(cc3[nH]c2=O)OCO4)c1	-1.6	-1	-2	0.6	-9	-1	-5	-8	4.0	0.3
O=C(Nc1ccccc1)C(O)C(O)C(=O)Nc1ccccc1 (stereo not drawn)	1.1	-1	2	-1.7	4	-6	1	12	2.3	2.2
COCCC(=O)N1CCC(Oc2ccc(C(=O)N3C[C@@H](C)O[C@@H](C)C3)cc2)CC1	-1.3	2	16	.	-6	1	7	-1	2.0	.
CC(C)c1cc(C(=O)N2CCCC(C(=O)c3ccc4ccccc4c3)C2)on1 (stereo not drawn)	-1.5	0	-21	-0.1	-9	-9	13	6	1.1	0.7
COc1cc(C)c(NC(=O)Cc2ccsc2)cc1OC	-1.8	0	-8	-3.7	-13	1	0	-9	-0.5	2.1
Cc1cc(N2CCOCC2)n2ncc(-c3ccc(Cl)cc3)c2n1	-0.5	9	10	0.7	-17	-4	5	-1	1.8	1.6
CCOC(=O)CNc1ccc(OC(F)(F)F)cc1	0.0	2	19	-3.0	1	-1	-3	-5	3.5	0.7
CC(=O)c1c(COC(=O)c2ccc(C)cc2)nc2ccccc2[n+]1[O-]	.	2	.	2.4	.	.	.	.	3.0	1.8
CCC(C)(C)NC(=O)C(c1ccccc1F)N(Cc1ccco1)C(=O)c1csnn1 (stereo not drawn)	-0.6	.	11	2.6	5	-2	-5	23	3.8	2.0
CCN1CCN(C(=O)c2ccc(Cl)c(S(=O)(=O)N3CCOCC3)c2)CC1	-0.1	-1	-11	1.1	-3	2	-11	-2	2.8	0.2
CCCN=C1N(CC)C[C@@H]2[C@@H]3C(=O)N(C)C(=O)[C@@H]3[C@](Cc3ccccc3)(C(=O)OC)N12	-1.0	-1	1	-0.2	5	-1	?	3	3.4	3.5
Cc1ncc(C(=O)Nc2ccccc2)[nH]1	0.9	5	1	.	-16	-1	3	-10	4.2	.
CC(=O)Nc1cc(NC(C)=O)cc(C(=O)NC(C)(C)C)c1	-3.1	-5	6	-1.6	7	-1	-1	12	0.5	0.8
Cc1ccc(C(=O)CSC2=C(C#N)C(c3ccco3)C3=C(CCCC3=O)N2)cc1 (stereo not drawn)	-0.3	-17	-33	0.2	-11	-3	-9	-12	0.6	5.0
COc1cc(/C=N/NC(=O)c2ccc(O)cc2)ccc1OCC(=O)N1CC(C)OC(C)C1 (stereo not drawn)	-1.8	2	23	2.6	-6	0	-9	-5	-0.5	0.5
CCOC(=O)CSc1nnc(CCc2nc3ccccc3[nH]2)n1C	0.9	-9	-34	-1.3	2	-2	-1	8	0.1	2.1
CC(=O)c1ccc(-n2c(CCC(=O)O)ccc2-c2ccccc2)cc1	0.6	-1	1	-0.5	-13	8	-2	8	1.2	0.8
CC(=O)c1cccc(NC(=S)N2CCN(c3ccccn3)CC2)c1	-2.5	0	-10	-1.9	-11	0	1	3	-0.6	0.3
COc1ccccc1N1CCN(C(=O)Cc2cccs2)CC1	-1.7	-4	.	-0.8	-13	-1	0	0	-0.4	2.1
CCn1c(SCC(=O)c2ccc(NS(=O)(=O)c3ccccc3)cc2)nnc1-c1cccs1	1.9	-10	-34	-0.2	-8	3	1	5	2.8	3.2
COc1ccc(OC)c(CCNC(=O)CCn2ccc3cc(S(=O)(=O)N4CCCC4)ccc32)c1	-2.5	-2	-18	-2.8	-3	-3	-4	5	1.4	1.9
Cn1c(Oc2ccccc2NCc2cccc(Br)c2)cc(=O)n(C)c1=O	-0.7	.	-11	1.6	-12	0	-1	3	1.9	2.6
C=CCN(c1ccccc1)S(=O)(=O)c1cccc(C(=O)NCc2ccncc2)c1	-2.5	-4	.	1.4	-15	1	7	-29	1.3	0.5
Later entries
SMILES	CAL PDZ FP	Wnt bcat act	PfHsp90 set2	Ecoli viability	PvdQ inh	DAGLB inh	Tat transport	Rtt109 Vps75	phage Ecoli inh	AddAB inh
Cc1cccc(/C=N\Nc2nnc(-c3ccccc3)c(=O)[nH]2)c1	0.5	1	-26	0.5	24	1	-11	0	0.1	2.2
COc1cccc(-c2nc(CS(=O)(=O)CC(=O)NCCc3ccc(OC)cc3OC)c(C)o2)c1	-1.6	1	-3	-1.4	9	-1	-6	25	-0.9	4.2
CCc1cc2c(cc(C(=O)O)n2C)s1	0.5	.	11	-1.6	-14	-7	-2	-8	1.3	-1.6
CCOC(=O)c1cccc(NC(=O)CN(c2ccc(C)cc2)S(=O)(=O)c2c(C)n[nH]c2C)c1	-0.8	.	-23	0.2	-22	2	6	3	2.6	0.5

No new results follow: 3 of the compounds above.
SMILES	CAL PDZ FP	Wnt bcat act	PfHsp90 set2	Ecoli viability	PvdQ inh	DAGLB inh	Tat transport	Rtt109 Vps75	phage Ecoli inh	AddAB inh
COc1cccc(-c2nc(CS(=O)(=O)CC(=O)NCCc3ccc(OC)cc3OC)c(C)o2)c1	-1.6	1	-3	-1.4	9	-1	-6	25	-0.9	4.2
CCc1cc2c(cc(C(=O)O)n2C)s1	0.5	.	11	-1.6	-14	-7	-2	-8	1.3	-1.6
CCOC(=O)c1cccc(NC(=O)CN(c2ccc(C)cc2)S(=O)(=O)c2c(C)n[nH]c2C)c1	-0.8	.	-23	0.2	-22	2	6	3	2.6	0.5
